High-throughput results from PubChem BioAssay.
SENP8 block-1 – blocks human SENP8 cleavage of Nedd8 substrate; Q96LD8; recombinant SENP8, Nedd8 substrate fluorescence; inhibition, % at 20 µM; hit rate 0.64% among 360,000; AID 602440; in the data active means inhibition mostly above about 40%, no sharp cut-off; inactive means mostly below about 27%
SENP1 FRET inh – inhibitors of human SENP1 SUMO protease catalytic domain; inhibition, % at 10 µM; hit rate 0.21% among 360,000; Q9P0U3; AID 624204; recombinant SENP1 catalytic domain, CyPet-SUMO1-YPet FRET cleavage;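 active means inhibition at least 30% at 10 µM, raw YFP signal under a set limit, fluorescence ratio 0.5 to 1.5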;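 further: 0% = enzyme with DMSO and 100% = no enzyme wells; some results filed as inactive read as strong as hits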
Target sequence (Q9P0U3 419-644 limits assumed): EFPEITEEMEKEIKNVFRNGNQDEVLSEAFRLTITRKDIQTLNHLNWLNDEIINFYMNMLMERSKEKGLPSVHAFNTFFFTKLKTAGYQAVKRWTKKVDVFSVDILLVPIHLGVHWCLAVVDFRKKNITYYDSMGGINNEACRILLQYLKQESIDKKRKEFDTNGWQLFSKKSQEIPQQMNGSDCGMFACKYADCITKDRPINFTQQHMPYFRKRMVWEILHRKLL
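Test system: hSENP1 catalytic domain, recombinant; Amount: 20 pM final SENP1 enzyme; Medium: Tris pH 8 buffer plus EDTA, NaCl, BME, BSA, NP40, catalase; Schedule: 50 min enzyme reaction, room temperature, light-protected; Technique: FRET fluorescence in CFP and YFP emission channels; Controls: no-enzyme wells low, DMSO-plus-enzyme wells high control.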
Apaf-1 inh – human Apaf-1 inhibition; inhibition, % at 20 µM; reconstituted apoptosome caspase-3 activity, DEVD-Rh110 fluorescence; hit rate 0.71% among 330,000; active means inhibition of at least 40% at 20 µM;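 further: plate controls were DMSO wells for no effect and DEVD-CHO caspase inhibitor wells for full effect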
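Material: reconstituted apoptosome with Apaf-1, cytochrome c, caspase-9, procaspase-3, dATP. Technique: Rh110 fluorescence intensity. Buffer or medium: pH 7.5 Hepes buffer with CHAPS, BSA, DTT. Times: 30 min plus 50 min, RT.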
PfGluPho inh – PfG6PD (Plasmodium falciparum) enzyme inhibition; inhibition, % at 20 µM; PfGluPho enzyme, NADPH resazurin-diaphorase fluorescence; hit rate 0.78% among 350,000;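 active means inhibition reaching at least a set limit at 20 µM in the primary screen, cut at about 59% in these data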;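 further: 0% = DMSO wells with substrate and 100% = DMSO wells lacking glucose-6-phosphate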
SENP8 block-2 – inhibitors of human SENP8 protease. inhibition, % at 10 µM. Q96LD8. AID 2540. hit rate 1.2% among 330,000. purified SENP8, Z-RLRGG-aminoluciferin cleavage, luminescence; in the data active means inhibition above about 50%
SENP6 inh – inhibitors of human SENP6 protease. Q9GZR1. Recombinant SENP6 catalytic domain, aminoluciferin luminescence. inhibition, % at 10 µM. hit rate 1.8% among 330,000. AID 2599;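 active means inhibition above about 50% at the single tested dose, limit read from the data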;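 further: plate controls were DMSO wells with enzyme for no effect and DMSO wells lacking enzyme for full effect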
Target sequence (Q9GZR1 628-1112 limits assumed): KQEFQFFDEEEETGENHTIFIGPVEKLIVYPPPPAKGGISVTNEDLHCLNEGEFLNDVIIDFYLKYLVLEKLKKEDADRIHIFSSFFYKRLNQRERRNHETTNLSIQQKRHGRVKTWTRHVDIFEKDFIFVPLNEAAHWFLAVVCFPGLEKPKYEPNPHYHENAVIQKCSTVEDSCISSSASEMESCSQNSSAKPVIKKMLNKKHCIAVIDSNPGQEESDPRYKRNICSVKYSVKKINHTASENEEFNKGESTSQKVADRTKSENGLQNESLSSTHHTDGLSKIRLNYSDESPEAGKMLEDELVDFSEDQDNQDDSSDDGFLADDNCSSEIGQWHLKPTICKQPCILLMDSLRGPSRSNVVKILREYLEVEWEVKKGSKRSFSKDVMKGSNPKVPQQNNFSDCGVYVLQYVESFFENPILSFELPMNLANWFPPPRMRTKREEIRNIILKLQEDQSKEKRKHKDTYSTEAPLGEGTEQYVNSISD
HKDC1 inh – inhibitors of human hexokinase HKDC1. Q2TB90. recombinant HKDC1, G6PDH/diaphorase resazurin coupled fluorescence. inhibition, % at 20 µM. hit rate 0.16% among 340,000. AID 493160;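 active means inhibition above about 35% when tested at 20 µM, limit read from the data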;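 further: plate controls were DMSO wells with enzyme for no effect and DMSO wells lacking enzyme for full effect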
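Test system: recombinant HKDC1 (HK5) hexokinase enzyme, produced in-house / Doses: 20 µM test compound, 1% DMSO / Timing: 90 min, room temperature / Detection: G6PDH/diaphorase-coupled fluorescence, 1 mM NADP, 100 µM resazurin, 525/613 nm / Control set: DMSO wells with and without enzyme mix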
SENP7 block – SENP7 protease inhibition; hit rate 1.5% among 330,000; inhibition, % at 5 µM; Q9BQF6; recombinant SENP7, Z-RLRGG-aminoluciferin luminescence, 40 min;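 active means inhibition above about 50% at the single test dose, limit read from the data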;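 further: plate controls were DMSO with enzyme for no effect and no enzyme buffer wells for full effect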
Target sequence (Q9BQF6 706-1050 limits assumed): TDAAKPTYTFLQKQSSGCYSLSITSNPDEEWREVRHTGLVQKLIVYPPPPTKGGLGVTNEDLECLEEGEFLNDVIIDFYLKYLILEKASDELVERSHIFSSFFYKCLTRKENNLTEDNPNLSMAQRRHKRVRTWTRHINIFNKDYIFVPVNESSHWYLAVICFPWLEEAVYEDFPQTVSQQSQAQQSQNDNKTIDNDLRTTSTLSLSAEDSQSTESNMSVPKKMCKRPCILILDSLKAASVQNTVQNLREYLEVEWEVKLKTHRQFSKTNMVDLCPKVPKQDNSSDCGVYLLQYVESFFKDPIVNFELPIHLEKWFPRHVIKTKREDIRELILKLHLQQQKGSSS
An asterisk follows results filed as active; i = inactive; / = no result given.

smiles,SENP8 block-1,SENP1 FRET inh,Apaf-1 inh,PfGluPho inh,SENP8 block-2,SENP6 inh,HKDC1 inh,SENP7 block
Cc1ccc(S(=O)(=O)N(C)C)cc1NC(=O)c1cc(=O)[nH]c2ccccc12,-73,1,-17,38,-7,-21,-1,-6
O=[N+]([O-])c1ccc(N2CCOCC2)cc1N1CCCCC1,22,-1,5,14,-8,-13,-10,8
CC1C(=O)N(Cc2cccc(F)c2)c2ccccc2N1C(=O)c1ccccc1 (stereo not drawn),20,3,16,14,1,2,-1,4
CS(=O)(=O)N(CC(=O)N1CCCC1)Cc1ccc(F)cc1,18,1,15,-5,-13,18,-2,6
Cc1ccc(NC(=O)c2c(C)nc3sc(C(=O)NC4CCCC4)c(N)c3c2-c2ccco2)c(C)c1,-47,-27,3,19,4,-2,-6,3
COc1ccc(C(=O)OCC(=O)Nc2ccc(F)c(F)c2F)cc1OC,9,1,4,-6,0,-17,0,1
O=C(C[n+]1ccccc1)N/N=C/c1ccc(O)cc1,-3,1,-20,10,8,8,-11,2
O=C(c1ccccc1)c1ccc(N2CCOCC2)c(NC(=O)c2ccco2)c1,-11,2,20,4,4,-2,-1,-8
COc1cc(/C=N/NC(=O)c2ccc(O)cc2)ccc1OCC(=O)Nc1cccc([N+](=O)[O-])c1,-12,1,-30,0,11,5,2,-3
O=S(=O)(c1ccc(SCCO)nc1)N1CCOCC1,12,-2,9,-8,3,3,-3,0
O=C(Cn1nc2ccccc2n1)N/N=C/c1cc([N+](=O)[O-])ccc1O,27,-13,-6,-54,16,21,9,5
CCc1ccc(C2=CSC3=NCCN23)cc1,23,0,11,-12,-16,-24,-2,-4
Cc1ccc(C(C)NC(=O)c2cccs2)cc1 (stereo not drawn),-1,3,-12,-5,-11,-7,-1,10
Cc1nnc2sc(SCC(=O)Nc3ccc(Cl)cc3)nn2c1=O,8,2,-9,7,-7,-3,-3,13
C#Cc1ccc([C@@H]2C=C(C(=O)O)O[C@H](OCC)[C@H]2CCCO)cc1,-59,-84,-4,-9,5,-26,-6,-4
CN1CCCN(C(=O)c2cc3c(s2)CCCC3)CC1,17,1,-3,-5,-4,-7,-4,1
CCOc1ccccc1/C=C/C(=O)c1ccc(Cl)cc1,6,-1,12,4,-15,15,12,3
O=C(c1ccccc1)N1CCN(C2CCCCC2)CC1,9,1,0,0,-7,3,-7,-5
Cc1ccc(NC(=S)Nc2cccc3cnccc23)c(C)c1,-70,-3,96*,21,87*,95*,14,77*
COc1ccc(C(c2nnnn2C2CCCC2)N2CCC(C)CC2)cc1 (stereo not drawn),9,1,7,5,-5,-6,-3,4
COCCOC(=O)C1=C(C)NC(=O)NC1c1ccc(-c2ccc(F)cc2)o1 (stereo not drawn),-67,-102,5,7,4,8,0,5
O=C1OC(Cc2ccccn2)C(O)=C1C1=NCCCCN1 (stereo not drawn),6,3,-2,-14,-2,-22,-7,5
COc1ccc(CCNC(=O)COC(=O)CCC(=O)c2ccc(F)cc2)cc1,22,4,-15,9,4,23,-7,-2
CC(C)OCCCNC(=O)C1CCN(S(=O)(=O)N2CCCC2)CC1,5,1,-20,16,9,-13,-9,2
CC(=O)NC1(C(F)(F)F)C(=O)N(Cc2ccccc2)C2=C1C(=O)CC(C)(C)C2 (stereo not drawn),12,0,3,-7,-11,-10,-5,-9
O=C(N/N=C/c1ccc(N2CCOCC2)cc1)c1ccccn1,-83,30,-25,-10,27,56*,-1,55*
O=C(CS(=O)(=O)c1ccc(F)cc1)Nc1nccs1,-33,1,1,3,5,-6,-6,-2
COc1cc(CN(C)c2ccc(S(=O)(=O)N3CCCC3)cn2)ccc1OC(F)F,-50,1,19,0,2,-1,5,-8
Cc1nn(CC2CC2)c(=O)n1-c1ccc(Cl)cc1,-16,0,-3,-5,-16,-11,-6,-9
CCOC(=O)c1cc(CC)sc1NC(=O)COC(=O)c1ccccn1,5,-2,13,7,18,-10,6,-6
COc1ccc(C(=O)NCCCn2ccnc2)cc1[N+](=O)[O-],15,-1,1,-9,-4,-10,-2,-10
CCNS(=O)(=O)c1ccc(NC(=O)c2c(-c3ccccc3)noc2C)cc1,11,2,3,1,1,-10,-2,5
Cc1[nH]c2ccc(S(N)(=O)=O)cc2c1C,-1,-3,-3,8,1,-6,0,4
CC(C)C(OC(=O)c1cccs1)C(=O)NCc1ccco1 (stereo not drawn),17,1,1,-9,2,-8,1,-3
O=C(O)[C@@H]1Cc2ccccc2N1,-153,-32,-26,18,3,-8,7,8
Cc1ccccc1OCC(=O)NCCCNC(=O)c1ccco1,10,3,-11,-3,3,-8,-8,1
CCOc1ccc(/C=N/N2C(C)CCCC2C)cc1OC (stereo not drawn),13,4,2,-17,5,8,-3,9
O=C(NC1CCCC1)C1CCN(C(=O)NCc2ccccc2)CC1,9,1,-1,1,-14,-10,-8,-4
[O-]/C(=C(\C(=S)NCc1ccc2c(c1)OCO2)[n+]1ccccc1)c1ccc(Cl)s1,5,-4,17,11,2,-10,-2,9
NC(=O)/C(=N\OC(=O)c1ccco1)c1nc(-c2ccc(Br)cc2)cs1,10,-1,16,-14,-9,16,10,7
COc1ccc(C(=O)Nc2ccccc2C(=O)NCc2ccco2)cc1OC,-25,-1,-10,-2,-12,-9,3,2
CC(C)OC(=O)CSc1nnc(-c2cnccn2)n1Cc1ccco1,-2,-2,-3,-3,-2,-10,-9,2
Cc1cc(CSCc2ccc(Cl)cc2)no1,10,1,7,22,1,-16,4,-5
CCOC(=O)Cn1nc(-c2ccccc2)nc1-c1ccccc1,5,-1,6,9,-2,-19,-1,-1
Cc1ccc(CS(=O)(=O)CCC(=O)NCc2ccc(F)cc2)cc1,7,3,5,-2,1,-9,-3,-4
COCCn1c(C)cc(C(=O)COC(=O)c2ccc(Br)o2)c1C,4,2,-8,2,35,51*,-8,41
Cc1ccc(S(=O)(=O)c2cccc(S(=O)(=O)N3CCOCC3)c2)cc1S(=O)(=O)N1CCOCC1,18,2,0,-1,1,-8,-5,0
O=C(/C=C\c1ccc2c(c1)OCO2)Nc1nnc(SCC(=O)OCc2ccccc2)s1,/,/,7,/,-6,-3,/,-1
COc1ccc(C2(c3ccc(OC)cc3)NC(=O)N(CC(=O)NC3CCS(=O)(=O)C3)C2=O)cc1 (stereo not drawn),11,1,-5,9,8,11,-5,7
CCOc1ccc(S(=O)(=O)Nc2nc3ccccc3nc2Nc2ccc(N3CCOCC3)cc2)cc1,-132,-23,31,12,-5,-16,-3,-10
COc1ccc(COC(=O)C2=C(C)NC(=O)NC2c2ccc(O)cc2)cc1 (stereo not drawn),12,0,21,-5,-1,3,0,3
COC(=O)C1=C(C)NC(=O)C1(Nc1ccc(Cl)cn1)C(F)(F)F (stereo not drawn),5,-1,-9,7,-6,13,-11,-4
COc1ccc2[nH]c(C(=O)N3CCN(c4ccccc4F)CC3)c(C)c2c1,-134,0,28,-1,-5,-18,0,-9
COc1ccccc1C(=O)N/C(N)=N/c1nc2ccccc2o1,4,6,26,10,-11,-6,-8,1
Cc1ccc(S(=O)(=O)Nc2c(C)nn(C)c2C)cc1,13,1,-19,14,0,-13,-6,-1
CCOCCn1cnc2sc(C(=O)NCC(=O)OCC)c(C)c2c1=O,29,1,-3,-14,-5,-41,-5,13
O=C(CCl)Nc1ccc(-c2ccccc2)cc1,-3,1,-7,-8,-5,-21,2,-5
Cc1sc(NC(=O)CCS(=O)(=O)c2ccccc2)c(C#N)c1C,14,-2,17,52,6,0,-4,-1
COc1ccc(S(=O)(=O)N(C)CC(=O)NCCC2=CCCCC2)cc1,26,0,-7,-14,-2,-8,1,6
CCOc1ccc(-n2c(C)nc3cc(C(=O)NCC4CCCO4)ccc32)cc1 (stereo not drawn),2,0,3,-9,-3,-15,-1,-1

Additional structures
smiles,SENP8 block-1,SENP1 FRET inh,Apaf-1 inh,PfGluPho inh,SENP8 block-2,SENP6 inh,HKDC1 inh,SENP7 block
Cc1ccc2c(c1)c1nnc(SCC(=O)Nc3cccc(Cl)c3C)nc1n2CC(=O)O,4,3,12,-9,-4,-15,6,-1
CCC(C)NC(=O)C(=O)NCC1CCCN1CC (stereo not drawn),10,3,-5,-7,-6,0,2,7
CN(C)c1cccc(C(=O)NC2CCCCCC2)c1,i,-3,8,23,5,-10,-2,4
COC(=O)C1CCN(C(=O)C2CCCCC2)CC1,3,1,0,-4,2,8,0,4
CCOC(=O)N1CCN(C(=O)CNC2CCCCCCC2)CC1,17,2,-5,14,3,-17,-3,-4
O=C(O)c1cc(NN=Nc2cccc(S(=O)(=O)O)c2)cc([N+](=O)[O-])c1,20,0,6,-15,-5,-12,-3,-9
CCCCn1c(N)c(N(CCOC)C(=O)c2cnccn2)c(=O)[nH]c1=O,-34,-11,-9,-5,1,-4,-4,0
Cc1ccc(N=C2NC(=O)/C(=C/c3cccn3C)S2)c(C)c1,14,-38,12,-13,-12,-12,-2,-6
Cc1ccc(/C(N)=N/OC(=O)N2c3ccccc3Sc3ccccc32)cc1,18,1,14,32,-5,-15,8,0
Clc1ccc(-c2csc(N3CCC(c4ccccc4)C3)n2)cc1 (stereo not drawn),29,1,15,13,-11,-12,0,-6
CN(CC(=O)Nc1c(Cl)cccc1Cl)C(=O)CNC(=O)c1sc2ccccc2c1Cl,9,-1,/,-5,/,/,-2,/
CCOC(=O)C1CC2=C(CC(C)(C)CC2=O)N(CCOC)C1=O (stereo not drawn),-4,-21,/,3,/,/,-7,/
Cc1ccc(C2(C)NC(=O)N(CC(=O)N(C)CC(=O)Nc3cccc4ccccc34)C2=O)cc1 (stereo not drawn),-1,1,3,-2,-7,-6,7,-3
O=C1c2ccccc2C(Nc2ccc(F)c(Cl)c2)N1Cc1ccco1 (stereo not drawn),-2,-2,12,7,-7,-4,10,4
Cc1ccc(NC(=O)c2oc3ccccc3c2C)c([N+](=O)[O-])c1,6,-5,5,-1,-2,-8,-6,-5
Cc1cccc(NC(=O)CSc2nnc(CNC(=O)c3ccco3)n2C)c1C,2,1,6,-4,-10,-5,-3,-10
Cc1ccc(S(=O)(=O)NNC(=S)NCC2CCCO2)cc1 (stereo not drawn),3,0,3,0,8,-11,0,0
COc1ccc2[nH]c3c(c2c1)CCN1C(=O)C(CC(=O)NCCCn2ccnc2)C[C@H](C(=O)N2CCOCC2)[C@@]31CCC1CCCC1 (stereo partly drawn),6,1,17,-7,/,/,0,11

Three of the compounds above, with values under each structure:
Under each structure – SENP8 block-1, SENP1 FRET inh, Apaf-1 inh, PfGluPho inh, SENP8 block-2, SENP6 inh, HKDC1 inh, SENP7 block
Clc1ccc(-c2csc(N3CCC(c4ccccc4)C3)n2)cc1 (stereo not drawn)
 : 29, 1, 15, 13, -11, -12, 0, -6
CN(CC(=O)Nc1c(Cl)cccc1Cl)C(=O)CNC(=O)c1sc2ccccc2c1Cl
 : 9, -1, /, -5, /, /, -2, /
CCOC(=O)C1CC2=C(CC(C)(C)CC2=O)N(CCOC)C1=O (stereo not drawn)
 : -4, -21, /, 3, /, /, -7, /
